# Bioassay records deposited in PubChem by National Center for Advancing Translational Sciences (NCATS).
# TR SRC2 fluor cs – Total Fluorescence Counterscreen for Inhibitors of the Interaction of Thyroid Hormone Receptor and Steroid Receptor Coregulator 2; TRb/SRC2 Texas Red total fluorescence interference; 280,000 compounds, 0.29% hits; AID 1479, 2009; Potency, µM (titrated, usually from 106 µM), for the others: at the top dose fluorescence change, negative = quenching; active = well fitted curve in either direction with a large enough effect; inconclusive = small, poorly fitted or top-dose-only effect; also: % is scaled to controls: 0 for no effect and ±100 for the full control effect
#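 Human TRβ ligand-binding domain (0.6 uM) and Texas Red SRC2 peptide (20 nM) in Tris buffer with 1 uM T3 and 5% DMSO were incubated with pinned compound for 5 hr at ambient temperature. Total fluorescence was computed as S + 2P (555/632 nm).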
# SMN2 splice up – qHTS Assay for Enhancers of SMN2 Splice Variant Expression | HEK293 SMN2-luciferase splicing reporter, luminescence, 30-36 h | Potency, µM (titrated, usually from 46.1 µM), for inactives: top-dose activity change, positive = activation, hits mostly activators | 210,000 compounds, 2.8% hits | AID 1458, 2008; also: % of control where 0% means no effect; nearly all actives have a fitted effect of over 55% in size
#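 qHTS luciferase splicing reporter: luminescence rises when SMN2 exon 7 is included in transfected HEK293 cells. Compound exposure lasted 30-36 h at 37C, with 4.5 mM final sodium butyrate as control, followed by a ONE-Glo read.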
# RECQ1 inh – qHTS Assay for Inhibitors of RecQ-Like Dna Helicase 1 (RECQ1); ATP-dependent DNA helicase Q1 (Homo sapiens), P46063; RECQ1 DNA unwinding, red fluorescence kinetic read; Potency, µM (highest dose often 57.3 µM), for inactives: at the top dose activity, negative = inhibition, actives largely listed as inhibitors; 240,000 compounds, 0.54% hits; AID 2549, 2010;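 also: plate controls were vehicle for no effect and no enzyme for full effect; nearly all actives have a fitted effect of over 30% in size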
# Target sequence (P46063 whole entry, looked up): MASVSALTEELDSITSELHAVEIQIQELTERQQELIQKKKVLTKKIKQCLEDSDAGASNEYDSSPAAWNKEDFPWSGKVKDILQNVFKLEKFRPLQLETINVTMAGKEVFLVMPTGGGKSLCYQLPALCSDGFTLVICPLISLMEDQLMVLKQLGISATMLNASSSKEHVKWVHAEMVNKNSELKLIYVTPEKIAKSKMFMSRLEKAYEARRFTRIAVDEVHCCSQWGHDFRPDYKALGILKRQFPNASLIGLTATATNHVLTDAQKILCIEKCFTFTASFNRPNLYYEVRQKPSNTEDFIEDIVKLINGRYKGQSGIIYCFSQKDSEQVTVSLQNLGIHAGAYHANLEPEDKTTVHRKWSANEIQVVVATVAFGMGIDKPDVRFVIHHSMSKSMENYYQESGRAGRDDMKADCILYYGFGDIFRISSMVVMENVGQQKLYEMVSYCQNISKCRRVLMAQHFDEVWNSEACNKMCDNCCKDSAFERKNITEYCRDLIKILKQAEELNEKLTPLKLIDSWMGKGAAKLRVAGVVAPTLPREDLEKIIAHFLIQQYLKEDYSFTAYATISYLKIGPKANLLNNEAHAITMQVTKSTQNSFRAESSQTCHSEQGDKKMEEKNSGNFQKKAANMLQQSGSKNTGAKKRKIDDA
#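 RECQ1T1 50 nM; forked duplex (20 bp + 30-nt ss tails) 200 nM, ATP 2 mM final; pH 8.0, 2 mM MgCl2, 2.5 ug/ml poly(dI-dC); 15 min compound preincubation; discontinuous kinetic read over 2 h at RT.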
# TRb-SRC2 inh – qHTS for Inhibitors of the Interaction of Thyroid Hormone Receptor and Steroid Receptor Coregulator 2. Thyroid hormone receptor beta (Homo sapiens), P10828. TRbeta-SRC2 peptide binding, fluorescence polarization; receptor liganded with 1 µM T3. Potency, µM (highest dose often 106 µM), for inactives: top-dose activity change, negative = inhibition, actives largely listed as inhibitors. 280,000 compounds, 0.065% hits. AID 1469, 2008;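 also: plate controls were bound peptide for no effect and peptide without receptor for full effect; nearly all actives have a fitted effect of over 50% in size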
#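 Fluorescence polarization of 20 nM Texas Red SRC2 peptide with 0.6 uM human TRb ligand-binding domain, in Tris buffer with 1uM T3 and 5% DMSO. Incubated 5 hr ambient; normalized to unbound and bound controls.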
# JMJD2E inh – qHTS Assay for Inhibitors of Human Jumonji Domain Containing 2E (JMJD2E) | Lysine-specific demethylase 4E (Homo sapiens), B2RXH2 | JMJD2E catalytic domain, FDH-coupled NADH fluorescence (FDH is formaldehyde dehydrogenase) | Potency, µM (top dose mostly 57.1 µM), inactives show top-dose activity change, negative = inhibition, hits mostly inhibitors | 230,000 compounds, 1.6% hits; active = well fitted inhibition curve with a large enough effect, not every such curve was filed as active; inconclusive = small, poorly fitted or top-dose-only effect, or another doubt; inactive = no such curve, though single readings can be large or run the other way;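 also: 0% = wells with enzyme and -100% = buffer wells without enzyme; nearly all actives have a fitted effect of over 50% in size; many of its hits are not listed in these tables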
# Target sequence (B2RXH2 1-337 limits assumed): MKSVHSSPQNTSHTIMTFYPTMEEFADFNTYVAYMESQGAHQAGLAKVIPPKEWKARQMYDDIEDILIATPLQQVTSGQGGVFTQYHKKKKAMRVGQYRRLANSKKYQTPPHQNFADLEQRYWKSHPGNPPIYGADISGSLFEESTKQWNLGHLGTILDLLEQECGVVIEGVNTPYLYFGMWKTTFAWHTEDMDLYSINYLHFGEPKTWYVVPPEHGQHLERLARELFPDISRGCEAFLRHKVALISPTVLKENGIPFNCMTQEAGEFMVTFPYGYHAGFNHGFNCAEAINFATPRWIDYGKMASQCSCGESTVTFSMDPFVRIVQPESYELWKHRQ
# LMNA splice mod – qHTS Assay for Modulators of Lamin A Splicing; HeLa LMNA splicing GFP/RFP minigene ratio, 48 h; Potency, µM (top dose mostly 46.1 µM), inactives show top-dose ratio change, negative = inhibition, most hits filed as inhibitors; 200,000 compounds, 0.01% hits; active = well fitted inhibition curve with a large enough effect in the signal ratio, with a control signal flat, not every such curve was filed as active; inconclusive = small, poorly fitted or top-dose-only effect, or effect the other way, or a change in a side signal; the % refers to the signal ratio; also: % is scaled to controls: 0 for no effect and ±100 for the full control effect
#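 S3 HeLa stable clones carrying a lamin A-EGFP splicing minigene plus DsRed2 were seeded at 600 cells/well in Opti-MEM with 2% FBS, pin-dosed and incubated 48 h at 37°C. Acumen cytometry (488 nm) gave the GFP/RFP total-intensity ratio.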
# RGS12 GoLoco inh – qHTS Assay for Inhibitors of RGS12 GoLoco Motif Activity (Red Fluorophore) | AID 880, 2007 | Potency, µM (series often up to 61.6 µM), without a hit: at the highest dose activity, negative = inhibition, hits mostly inhibitors | 230,000 compounds, 0.44% hits | Gai1:RGS12 GoLoco peptide FP, rhodamine, 10 min | Guanine nucleotide-binding protein G(i) subunit alpha-1 (Homo sapiens), P63096; active = well fitted inhibition curve with a large enough effect, not every such curve was filed as active; inactive = no such curve, though single readings can be large or run the other way; also: % is scaled to controls: 0 for no effect and ±100 for the full control effect; nearly all actives have a fitted effect of over 30% in size; many of its hits are not listed in these tables
# ALDH1A1 inh – qHTS Assay for Inhibitors of Aldehyde Dehydrogenase 1 (ALDH1A1). Aldehyde dehydrogenase 1A1 (Homo sapiens), P00352. Purified ALDH1A1, NADH fluorescence, propionaldehyde substrate. Potency, µM (top dose mostly 75.3 µM), for the others: at the top dose activity, negative = inhibition, usual class: inhibitors. 220,000 compounds, 7.3% hits; active = well fitted inhibition curve with a large enough effect, not every such curve was filed as active; inconclusive = small, poorly fitted or top-dose-only effect, or another doubt; inactive = no such curve, though single readings can be large or run the other way;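 also: plate controls were no enzyme wells and a reference inhibitor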
# * = called active by the depositor; i = inactive; ? = inconclusive; nt = no result given; [ ] = another dose, or the depositor's remark. Unless noted, calls follow the shape of the dose curve; as a rule, active = well fitted curve in the direction sought with a large enough effect; inconclusive = small, poorly fitted or top-dose-only effect, or another doubt; inactive = no such curve, though single readings can be large; an effect the other way counts as inactive or inconclusive. Potency is read from the fitted curve at half-maximal effect. These rows are one share of the data, so the mix of outcomes need not match the whole.
SMILES,TR SRC2 fluor cs,SMN2 splice up,RECQ1 inh,TRb-SRC2 inh,JMJD2E inh,LMNA splice mod,RGS12 GoLoco inh,ALDH1A1 inh
CCOC(=O)c1ccccc1NC(=O)c1nc2nccc(C)n2n1,0%,-12%,15%,-8%,7%,-8%,7%,?
COc1ccc(N(C)S(=O)(=O)c2cccc(C(=O)N(C)Cc3ccc(C)o3)c2)cc1,-1%,-20%,-7%,-4%,-2%,?,-6%,10µM*
CCC1CCc2c([nH]c3ccccc3c2=O)O1 (stereo not given),-2%,-12%,i,-3%,1%,?,13%,15%
COc1cccc(/C=N\Nc2nncc(-c3ccccc3)n2)c1,-5%,7%,i,-1%,-1%,-2%,3%,-8%
O=C(CSc1nc2ccc(Cl)cc2[nH]1)NCc1ccco1,0%,13%,i,-5%,8%,-12%,11%,-3%
Cc1cc(C(=O)N2CCc3ccccc32)c2cc(F)ccc2n1,0%,nt,-4%,-16%,2%,-6%,nt,?
O=C(CSc1nnnn1-c1ccccc1)Nc1ncc2c(n1)CC(c1ccccc1)CC2=O (stereo not given),-2%,30%,i,-8%,-5%,-8%,-2%,15%
Cc1ccc(C(C)C)c(OCc2nnc(SCC(=O)Nc3nccs3)n2C)c1,5%,26%,?,-7%,-2%,2%,3%,5%
COc1ccc(-c2noc(C3CCCN(S(=O)(=O)c4ccc(C)c(Cl)c4)C3)n2)cc1OC (stereo not given),0%,nt,-14%,0%,6%,?,nt,1%
Cc1ccc(/C=N/n2c(-c3ccc(Cl)cc3)n[nH]c2=S)s1,-5%,-11%,i,2%,0%,nt,5%,4%
CN(Cc1ccco1)c1ncncc1-c1ccc2c(c1)OCO2,nt,nt,-8%,nt,nt,6%,-1%,2%
Cc1occc1-c1nnc(SCC(=O)c2ccccc2)n1CC1CCCO1 (stereo not given),0%[53 µM],-4%,-11%,-16%[53 µM],0%,-2%[0.0737 µM],-30%,?
O=C(CN(C(=O)CNC(=O)c1ccco1)c1ccc(Cl)c(Cl)c1)NC1CCCCC1,2%,-16%,-5%,3%,-1%,-18%,-4%,11%
Cn1nccc1C(=O)NC(=S)Nc1sc2c(c1C#N)CCCCC2,1%,15%,11%,-3%,2%,5%,-2%,?
CCOC(=O)c1sc(NC(=O)c2ccccc2OCC)nc1C,-5%,-26%,i,-8%,22%,nt,-2%,?

# Quoted from the listing for reference:
SMILES,TR SRC2 fluor cs,SMN2 splice up,RECQ1 inh,TRb-SRC2 inh,JMJD2E inh,LMNA splice mod,RGS12 GoLoco inh,ALDH1A1 inh
O=C(CN(C(=O)CNC(=O)c1ccco1)c1ccc(Cl)c(Cl)c1)NC1CCCCC1,2%,-16%,-5%,3%,-1%,-18%,-4%,11%
Cn1nccc1C(=O)NC(=S)Nc1sc2c(c1C#N)CCCCC2,1%,15%,11%,-3%,2%,5%,-2%,?
CCOC(=O)c1sc(NC(=O)c2ccccc2OCC)nc1C,-5%,-26%,i,-8%,22%,nt,-2%,?

# Going on with the list.
SMILES,TR SRC2 fluor cs,SMN2 splice up,RECQ1 inh,TRb-SRC2 inh,JMJD2E inh,LMNA splice mod,RGS12 GoLoco inh,ALDH1A1 inh
Cn1c(NCCCO)nc2c(c1=O)C1(CCCCC1)Cc1ccccc1-2,0%,19%,-3%,-8%,?,16%,-1%,?
CSc1ccccc1C(=O)Nc1ncc(C)s1,-8%,-6%,-4%,-8%,3%,-5%,8%,-8%
COCCN(CCOC)S(=O)(=O)c1ccc(C(=O)Nc2ccc([N+](=O)[O-])cc2OC)cc1,-5%,10%,-5%,0%,?,nt,2%,?
CCOc1ccc(C2=Nn3cnnc3SC2)cc1,2%,-16%,-8%,-3%,-4%,?,5%,3%
O=C(Nc1ccc(NC(=O)c2sc3ccccc3c2Cl)cc1Cl)c1ccco1,-6%,4%,0%,3%,?,?,10%,?
CCC(=O)c1ccc(OCc2ccc(C(=O)OC)o2)c(OC)c1,-1%,-14%,-2%,7%,1%,3%,-1%,?
CCn1c(SCC(=O)N(C)C2CCS(=O)(=O)C2)nnc1-c1cccs1 (stereo not given),0%,11%,-2%,6%,2%,?,3%,-6%
CCN1CCN(C(=S)Nc2ccccc2Cl)CC1,-1%,17%,0%,6%,2%,-2%,3%,6%
Cc1cc(Cl)nc2c(C(C)C)cccc12,2%,7%,-1%,8%,2%,?,3%,-4%
CCSc1nnc([C@H](Cc2c[nH]c3ccccc23)NC(=O)OC(C)(C)C)o1,-2%,-4%,-12%,-4%,-5%,-11%,11%,-15%
CCOc1ccc(NC(=O)Nc2ccc3nsnc3c2)cc1,-5%,20%,i,-2%,-8%,?,3%,2%
CCC(C)(C(=O)NC1CCCCC1)N(Cc1cccs1)C(=O)CC1NC(=O)NC1=O (stereo not given),-2%,-1%,-3%,7%,2%,-10%,9%,4%
CCOC(=O)c1cccc(NC(=O)c2cc3sccc3n2C)c1,-3%,14µM*,-18%,1%,-7%,?,4%,3%
O=C(NCC1CCCO1)c1onc(CSc2ccc(F)cc2)c1C(=O)O (stereo not given),-5%,15%,-9%,-9%,-4%,0%[0.0737 µM],11%,7%
O=[N+]([O-])c1cccnc1N1CCOCC1,2%,8%,i,-13%,10%,1%,-19%,-3%

# Complete entries, looked up by structure. Order of values: TR SRC2 fluor cs, SMN2 splice up, RECQ1 inh, TRb-SRC2 inh, JMJD2E inh, LMNA splice mod, RGS12 GoLoco inh, ALDH1A1 inh
# `O=C(Nc1ccc(NC(=O)c2sc3ccccc3c2Cl)cc1Cl)c1ccco1` as listed: -6%, 4%, 0%, 3%, ?, ?, 10%, ?
# `CSc1ccccc1C(=O)Nc1ncc(C)s1` as listed: -8%, -6%, -4%, -8%, 3%, -5%, 8%, -8%
# `COCCN(CCOC)S(=O)(=O)c1ccc(C(=O)Nc2ccc([N+](=O)[O-])cc2OC)cc1` as listed: -5%, 10%, -5%, 0%, ?, nt, 2%, ?

# (continued)
SMILES,TR SRC2 fluor cs,SMN2 splice up,RECQ1 inh,TRb-SRC2 inh,JMJD2E inh,LMNA splice mod,RGS12 GoLoco inh,ALDH1A1 inh
CCN1CCN(CC(=O)NC2CCCC2)C(=O)C1=O,-1%,-11%,-7%,4%,0%,3%,0%,15%
C/[N+]([O-])=C\CC(=O)c1ccc(-c2ccccc2)cc1,-1%,-2%,-5%,4%,-4%,-4%[46 µM],16%,28µM*
CC1CC(=S)Nc2ccccc2N1C(=O)Nc1ccccc1 (stereo not given),-4%,9%,-15%,3%,-2%,-3%,-1%,11%
N#Cc1c(N2CCN(C(=O)c3ccccc3)CC2)nc(-c2ccccc2)c2c1CCCC2,-4%,-10%,-16%,4%,?,-5%,5%,?
CCOc1ccccc1OCCCC(=O)N1CCN(S(=O)(=O)c2cccc(F)c2)CC1,-2%,-12%,-2%,-19%,-2%,-8%,7%,?
Cc1cccc(C(=O)N/N=C2\CS(=O)(=O)N(C)c3ccsc32)c1,0%,nt,-9%,4%,-12%,nt,4%,nt
Cc1ccccc1OCc1nnc(SCCN2CCCC2)n1-c1ccccc1,-1%,-47%[inhibitor],18%,3%,9%,nt,11%,?
Cc1ccc(/C=N/NC(=O)CCn2nc(C)cc2C)c(C)c1,-1%,-13%,-4%,-1%,5%,-23%[46 µM],-5%,2%
Cn1c(SCc2c(Cl)cccc2Cl)nc(C(F)(F)F)cc1=O,2%,-13%,i,2%,5%,20%,2%,-6%
CCOC(=O)c1[nH]c2ccc(OC)cc2c1NC(=O)CCN1CCCC(C)C1 (stereo not given),-1%,-5%,-7%,-1%,?,2%,-16%,?
O=C(CSc1nc(-c2ccccc2Cl)ns1)c1ccc(Cl)cc1,5%,-7%,-10%,-4%,-3%,-17%,5%,?
Clc1ccc(C2=NNC(=NCC3CCCO3)SC2)cc1 (stereo not given),3%,11µM*,-3%,-3%,3%,-8%,3%,8.9µM*
O=C(CSc1nc(O)c(Cc2ccccc2)c(=O)[nH]1)c1ccccc1,-1%,nt,-1%,-2%,4%,nt,-5%,nt
CC(C)Cc1cc(C(=O)Nc2ccc(F)cc2F)no1,3%,-3%,i,-19%,0%,-15%,0%,?
Cc1ccc(SCCNC(=O)/C=C/c2ccc([N+](=O)[O-])cc2)cc1,0%,-5%,-7%,2%,-2%,-15%,2%,3%
CC(C)(CC(=O)O)CC(=O)Nc1ccc(Oc2ccc(C(C)(C)C)cc2)nc1,-3%,nt,-2%,2%,-1%,nt,4%,8.9µM*
O=C(NNC(=O)c1cccnc1)Nc1ccccc1,-6%,-7%,i,-5%,8%,18%,-10%,8%
Cc1c(CN2CCC(CO)(CCOc3ccccc3)CC2)c(=O)n(-c2ccccc2)n1C,-5%,nt,i,5%,-20%,nt,17%,9%
C/C(=N\Nc1nc(N)cc(Cl)n1)c1ccc(F)cc1,-2%,nt,-5%,-3%,8%,?,8%,8%
Cc1nc(-c2ccccc2)sc1-c1nnc(C2CC2)o1,-7%,nt,-8%,2%,?,nt,2%,?
COC(=O)C1=C(C)NC2=C(C(=O)CCC2)C1c1cccs1 (stereo not given),-3%,-6%,0%,-2%,?,-5%,6%,-8%
O=S(=O)(Cc1ccccc1)c1nnnn1-c1ccccc1,0%,-2%,-8%,1%,6%,nt,4%,0.45µM*
Cc1ccc(-n2nc3c4c(cccc4c2=O)-c2ccccc2-3)cc1,1%,-22%,i,1%,?,?,9%,?
